# Screening results deposited in PubChem BioAssay by National Center for Advancing Translational Sciences (NCATS).
# Pf growth 48h: P. falciparum growth inhibition at 48 hours (one generation). P. falciparum luciferase growth in erythrocytes, 48 h. Potency, µM (titrated, usually from 28.7 µM), inactives show top-dose activity change, negative = inhibition, actives largely listed as inhibitors. 310,000 compounds, 5.9% hits
#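 Cell-based growth assay: transgenic P. falciparum expressing firefly luciferase, cultured in red cells within RPMI 1640 containing 0.5% w/v Albumax, 24 mM bicarbonate and gentamycin. A drop in luciferase activity indicates inhibition.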
# Pf growth 96h: P. falciparum growth inhibition at 96 hours | AID 504834 | Potency, µM (titrated, usually from 28.7 µM), for inactives: top-dose activity change, negative = inhibition, actives largely listed as inhibitors | 320,000 compounds, 6.9% hits | P. falciparum luciferase reporter growth, 96 h
#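 96 h incubation, 37 C, 5% CO2, of luciferase-reporter P. falciparum-infected RBCs (2% hematocrit, 0.05% parasitemia final) with test compounds; endpoint luminescence.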
# Sm TGR block: blocks Schistosoma mansoni thioredoxin glutathione reductase | purified TGR, DTNB reduction, TNB absorbance 405 nm | Potency, µM (series often up to 114 µM), for inactives: at the highest dose activity change, negative = inhibition, hits mostly inhibitors | 360,000 compounds, 3% hits | AID 485364; further: nearly all actives have a fitted effect of over 60% in size
#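 Kinetic colorimetric format: TGR-catalysed, NADPH-driven DTNB reduction monitored via TNB absorbance. Enzyme dispensed at 20 nM; compound exposure 15 min at room temperature before reaction start.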
# TbPYK inhibitor: blocks Trypanosoma brucei pyruvate kinase. Potency, µM (highest dose often 76.8 µM), for inactives: top-dose activity, negative = inhibition, actives largely listed as inhibitors. Q57TT1. 410,000 compounds, 0.12% hits. TbPYK enzyme, Kinase-Glo Plus ATP luminescence, 45 min; further: nearly all actives have a fitted effect of over 50% in size
#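 Glycolytic pyruvate kinase of T. brucei was incubated with substrate, test compound and 130 uM ADP for 45 minutes at room temperature. Luminescent Kinase-Glo Plus signal was measured after 10 minutes.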
# LmPK inh: blocks Leishmania mexicana pyruvate kinase activity; Q27686; purified LmPK, Kinase-Glo ATP luminescence, 1 h; Potency, µM (series often up to 57.5 µM), without a hit: at the top dose activity change, negative = inhibition, hits mostly inhibitors; 290,000 compounds, 0.37% hits; AID 1721
# Target sequence (Q27686 whole entry, looked up): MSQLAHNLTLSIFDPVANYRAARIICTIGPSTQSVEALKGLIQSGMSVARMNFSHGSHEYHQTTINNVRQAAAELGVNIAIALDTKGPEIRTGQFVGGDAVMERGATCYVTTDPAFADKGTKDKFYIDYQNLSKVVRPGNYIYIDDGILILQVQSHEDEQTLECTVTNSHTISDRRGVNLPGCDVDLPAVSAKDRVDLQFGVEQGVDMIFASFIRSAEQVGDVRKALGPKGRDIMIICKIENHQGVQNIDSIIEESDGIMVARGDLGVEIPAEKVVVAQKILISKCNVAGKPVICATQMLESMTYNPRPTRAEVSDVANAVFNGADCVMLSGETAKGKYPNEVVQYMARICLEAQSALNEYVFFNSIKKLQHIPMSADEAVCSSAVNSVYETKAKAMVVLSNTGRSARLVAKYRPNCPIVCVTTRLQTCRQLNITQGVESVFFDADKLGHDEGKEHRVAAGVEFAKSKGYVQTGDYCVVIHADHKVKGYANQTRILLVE
#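 0.1 nM LmPK, 0.5 mM PEP, 0.1 mM ADP; 50 mM imidazole pH 7.2, 7 mM MgCl2, 50 mM KCl; 1 h RT. Kinase-Glo luminescence readout, normalized to no-enzyme (full inhibition) and uninhibited wells.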
# HCV inh: inhibitors of hepatitis C virus infection | Huh7.5.1 HCVcc-Cre infection, luciferase reporter, 44 h | Potency, µM (highest dose often 41.8 µM), for inactives: top-dose activity change, negative = inhibition, most hits filed as inhibitors | 340,000 compounds, 3.4% hits | AID 651820
#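 After 44 h co-culture of compound, cells and HCVcc-Cre (~0.5 moi), substrate is added for 15 min at room temperature and luciferase measured over 15 sec. Cells were seeded at 1,000/well and pre-cultured 4 h.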
# * hit, by the source's call; u = inconclusive; x = no result given; [ ] = another dose, or the depositor's remark. The call rests on the fitted dose curve; in most records, active means well fitted curve in the direction sought with a large enough effect; inconclusive means small, poorly fitted or top-dose-only effect, or another doubt; inactive means no such curve, though single readings can be large; an effect the other way counts as inactive or inconclusive. On the % scale 0 is the no-effect control and ±100 the full control effect; potency means the concentration at half of the fitted maximal effect.
compound | Pf growth 48h | Sm TGR block | TbPYK inhibitor | Pf growth 96h | HCV inh | LmPK inh
CC(Sc1nc(=O)cc(N)n1CCc1ccccc1)C(=O)NCc1ccccc1 (stereo unspecified) | u | -7% | 3% | -19% | 16% | -3%
Cc1c(/C=N/NC(=O)CNc2ccccc2)c2ccccn2c1C(=O)c1ccncc1 | u | 0% | 4% | u | -20% | 3%
CC/C(=N\NC(=O)c1ccccc1Cl)c1c(O)n(C2CCCCC2)c(=O)[nH]c1=O | 11% | -31% | -11% | u | 8% | -7%
CCn1cc([N+](=O)[O-])c(C(=O)Nc2c(C)nn(Cc3cccc(F)c3)c2C)n1 | -3% | -2% | -9% | -19% | -5% | -2%
O=C1NC2(CCCCCC2)C(=O)N1Cc1cccc([N+](=O)[O-])c1 | 4%[0.00184 µM] | 0% | -4% | -15% | -17% | -1%
CCOC(=O)N1CCC(Nc2c(NCCCN(CC)CC)c(=O)c2=O)CC1 | x | 0% | -5% | -41% | 18% | 0%
COc1cccc2cc(C(=O)N3CCN(c4ncccn4)CC3)c(=O)oc12 | 8% | -6% | 7% | x | -3% | 3%
CCOC(=O)c1nnn(-c2nonc2N)c1CS(=O)(=O)c1ccccc1 | 1% | 3% | -1% | 12µM* | 14% | 1%
Cc1noc(C)c1S(=O)(=O)N(CC(=O)Nc1ccc2c(c1)OCCO2)c1ccc(C(C)C)cc1 | x | 0% | -1% | 29% | u | 0%
CCCCS(=O)(=O)NC1=NCN(CCO)CN1 | 13% | 4% | 3% | -8% | 14% | 3%
N/C(=N\OC(=O)COc1ccc([N+](=O)[O-])cc1)c1ccncc1 | 14% | 17% | -5% | 13% | -3% | 0%
CCOc1ccc(S(=O)(=O)N2CCOCC2)cc1NC(=O)c1ccccc1F | -18% | -5% | 4% | 30%[activator] | u | -4%
O=C(Cc1ccc(Cl)cc1)N/N=C/c1ccccc1 | 5% | -4% | 2% | u | 5% | 6%
O=C(CCC1CCN(C(=O)c2cccc(Cl)c2F)CC1)Nc1ccccc1 | -22% | -10% | 1% | -21% | -7% | -9%
CCOC(=O)N1CCN(C(c2ccccc2)c2sc3nc(C)nn3c2O)CC1 (stereo unspecified) | -19% | 5% | -8% | 21% | 5% | 6%
CCc1ccc(CNC(=O)C2CCC(=O)N(CCc3ccc(Cl)cc3)C2)nc1 (stereo unspecified) | -19% | -26% | -4% | 12% | -3% | 3%
Cc1ccc(-c2nnc(NC3CCCCC3)c3ccccc23)cc1S(=O)(=O)N1CCN(C)CC1 | x | -30% | 1% | u | -29% | 7%
COCCNC(=O)CCCn1c(=O)c2cc(OC)c(OC)cc2n(CC(=O)NCCC2=CCCCC2)c1=O | -9% | 1% | -3% | 12% | -11% | 0%
CC(OC(=O)C12CC3CC(CC(O)(C3)C1)C2)C(N)=O (stereo unspecified) | 35%[activator] | 11% | 0% | 25% | -8% | 5%
CC(C(=O)NCC1CCCO1)c1ccc([N+](=O)[O-])cc1 (stereo unspecified) | 8% | -15% | -4% | 15% | 2% | -1%
COCCn1cnc2c1c(=O)n(Cc1c(F)cccc1Cl)c(=O)n2Cc1ccccc1 | u | 8% | 1% | u | -13% | -3%
COC(=O)C1=C(Nc2ccccc2NC(=O)CCCC(=O)O)CSC1 | 21% | -9% | 10% | 20% | 9% | -8%
Cc1cc2c(cc(C(=O)N3CCC(C(=O)N4CCCC4)CC3)n2Cc2c(F)cccc2Cl)o1 | x | 81%[activator] | u | 1% | 7% | 0%
CCNC(=O)CC1SC(=Nc2ccc(C)cc2)N(CC)C1=O (stereo unspecified) | 24% | 9% | 2% | u | 3% | 3%
c1ccc2c(c1)Oc1ccccc1S2 | 13% | -10% | 0% | 30% | 8% | x
O=C(CO/N=C/c1cccc([N+](=O)[O-])c1)NC1CCCCC1 | 27% | -15% | 7% | 20% | 13% | -2%
CCN(CC(=O)Nc1ccc2c(c1)OCCO2)Cc1cc(=O)n2ccsc2n1 | 15% | -15% | -2% | u | -19% | -5%
CC1CC(C)CN(C2CCN(Cc3cccnc3)CC2)C1 (stereo unspecified) | x | 5% | x | -29% | x | -12%
COc1ccc(OC)c(CCNC(=O)CN2C(=O)CCSc3ccccc32)c1 | 1% | 1% | 4% | 46%[activator] | -19% | 12%
CCN1c2nc3c(C)cccn3c(=O)c2CC2(C(=O)N(C)C(=O)N(C)C2=O)C1C (stereo unspecified) | u | 4% | 1% | 3.3µM* | 5% | -2%

# Only TbPYK inhibitor, HCV inh and Sm TGR block, for two of the compounds above:
canonical_smiles | TbPYK inhibitor | HCV inh | Sm TGR block
COCCn1cnc2c1c(=O)n(Cc1c(F)cccc1Cl)c(=O)n2Cc1ccccc1 | 1% | -13% | 8%
COC(=O)C1=C(Nc2ccccc2NC(=O)CCCC(=O)O)CSC1 | 10% | 9% | -9%

# (listing goes on)
compound | Pf growth 48h | Sm TGR block | TbPYK inhibitor | Pf growth 96h | HCV inh | LmPK inh
CCN1C(=O)c2cccc3c(S(=O)(=O)NCCCN4CCOCC4)ccc1c23 | -14% | -15% | 2% | u | -10% | -6%
CC(=O)c1cccc(NC(=O)CSc2nnc(-c3ccncc3)o2)c1 | 14% | -1% | 3% | -1% | 19% | x
CCCCOc1ccc2c(c1)/C(=C(\C(Cl)=C(Cl)Cl)[N+](=O)[O-])N2 | u | -17% | 0% | 7% | -13% | 1%
O=C(O)c1ccc(N2CC3CC(C2)c2cccc(=O)n2C3)c(NS(=O)(=O)c2cccc(C(F)(F)F)c2)c1 (stereo unspecified) | -38% | 5% | 5% | -21% | 12% | -4%
O=C(N/N=C/c1ccccc1F)c1ccccc1OCc1ccccc1 | u | -1% | -3% | 10% | 10µM* | 4%
CCC(NS(=O)(=O)c1ccc(C)cc1)C(=O)N1CCOCCOCCOCCOCC1 (stereo unspecified) | 28% | 3% | 0% | 47%[activator] | 8% | 4%
CCN1CCN(C(=O)C(=O)c2cn(CC(=O)N3CCCCCC3)c3ccccc23)CC1 | u | u | -3% | u | -5% | -5%
C=CCN1C(=O)C(CC(=O)NCC)SC1=Nc1ccccc1OC (stereo unspecified) | 6% | -3% | -2% | -16% | 7% | -1%
O=C(c1ccco1)N1N=C(c2ccc(Cl)cc2)CC1(O)C(F)(F)F (stereo unspecified) | -9% | 13% | 0% | u | u | -6%
O=c1c2c3c(sc2nc2n1CCC2)CCC3 | 20% | 2% | 1% | 0.33µM* | 12% | -1%
O=C(CSc1ncnc2sccc12)Nc1ccccc1F | 5% | 10% | -1% | 34% | -5% | 0%[11.5 µM]
Cc1ccc(C(=O)CC2(O)C(=O)N(C)c3ccccc32)o1 (stereo unspecified) | x | 13% | -6% | -5% | 4% | 7%
O=[N+]([O-])c1cccc(S(=O)(=O)Nc2ccc(Cc3ccncc3)cc2)c1 | u | 0% | 0% | u | u | 1%
COCCCn1c(SCC(=O)NC2CCCCC2)nc2ccccc2c1=O | -41% | 5% | -4% | 20% | -19% | 6%
COc1ccc(CNC(=O)c2noc3c2CCCCC3)cc1 | 37%[activator] | -11% | 0% | u | u | 5%
O=C(COC(=O)CNC(=O)c1ccc2c(c1)OCO2)Nc1ncc(Cl)cc1Cl | -13% | -8% | -6% | 14% | 12% | -1%
Cc1c(C(=O)Nc2nnc(C3CC3)s2)oc2ccccc12 | 281%[activator] | -7% | -2% | 177%[activator] | 10% | x
COc1ccc(Cn2c(C3CCCCC3)nc3c(c(=O)c4ccccc4n3C)c2=O)cc1 | 3.3µM* | 6% | 4% | 2.3µM* | u | 3%
COC(=O)C1=C(CN2CCSCC2)NC(=O)NC1c1cc(C)ccc1C (stereo unspecified) | u | -14% | 1% | 29% | 16% | 1%
O=C(O)c1ccccc1SCCS(=O)(=O)c1ccc(Cl)cc1Cl | 0% | 45µM* | 2% | -1% | 20% | 3%
COc1cc(/C=N/NC(N)=O)ccc1OCC(=O)N1C(C)CCCC1C (stereo unspecified) | 0% | 2% | 4% | u | 14% | -1%
N#Cc1cc(-c2ccccc2)cnc1Sc1ccc(Cl)cc1 | u | 5% | -2% | u | -25% | 6%
O=C(/C=C/c1ccccc1Cl)N1CCCN(C(=O)/C=C/c2ccccc2Cl)CC1 | 24% | 0% | -5% | -17% | -2% | 0%
COc1cc(CNc2ccc(N3CCOCC3)cc2)cc(Br)c1OC | -3% | -18% | -7% | 14% | 0% | 3%
C=CCNC(=O)CN1C(=O)C2C3c4ccccc4C(c4ccccc43)C2C1=O (stereo unspecified) | 7% | -8% | -1% | 0% | 10% | -3%
Cc1cc(-c2n[nH]c(=S)n2/N=C/c2ccc(C)o2)n[nH]1 | -2% | -15% | u | 0% | 7% | 7%
CCOc1cc(NC(=S)Nc2ccccc2)c(OCC)cc1NC(=O)c1ccc(OC)cc1 | 12µM* | 16% | 2% | u | u | -6%
O=C(CCNC(=O)c1ccco1)Nc1ccc(SC(F)F)cc1 | -19% | -6% | 13% | 3% | 3% | 5%
Cc1nnc(NC(=O)CCC(=O)N2CCN(CCc3ccccc3)CC2)s1 | 17% | 4% | x | u | x | 0%
C=CCn1c(O)c(C(C)=Nc2ccc(N(CC)CC)cc2)c(=O)[nH]c1=O | u | -24% | 2% | u | u | 0%
O=C(CN1CCN(S(=O)(=O)c2ccccc2)CC1)Nc1ccc(Cl)cn1 | -18% | -16% | -9% | 9% | -15% | 1%
Cc1cc(Oc2nc3ccccn3c(=O)c2/C=C(\C#N)C(=O)NC2CCS(=O)(=O)C2)ccc1Cl (stereo unspecified) | u | -9% | -7% | u | u | 0%
COc1cc(Br)cc(/C=N/N(CCO)C2=NS(=O)(=O)c3ccccc32)c1OC | 15%[0.00184 µM] | 0% | 0% | 23% | u | -1%
CCCCCCc1cc2cc(C(=O)OCC)c(=O)oc2cc1O | 1.7µM* | 3% | -3% | 1.5µM* | -8% | 9%
COC(=O)C1CCCN1C(C(=O)NC1CCCCC1)c1ccc(Cl)cc1 (stereo unspecified) | u | -12% | -8% | 18% | -5%[8.37 µM] | -1%
O=C(NNC(=O)C1CC=CCC1C(=O)O)c1cccs1 (stereo unspecified) | 58%[activator] | 1% | -11% | 66%[activator] | 7% | 9%
CC(C)n1c(Nn2cnnc2)nc2ccccc21 | 19% | -1% | -2% | -25% | 10% | -1%
Cc1cc(C(=O)N/N=C/c2cccc(OC(=O)c3ccco3)c2)n[nH]1 | 27% | -9% | 0% | u | 18% | 7%

# Of the compounds above, 10 contain fluorine.
compound | Pf growth 48h | Sm TGR block | TbPYK inhibitor | Pf growth 96h | HCV inh | LmPK inh
CCn1cc([N+](=O)[O-])c(C(=O)Nc2c(C)nn(Cc3cccc(F)c3)c2C)n1 | -3% | -2% | -9% | -19% | -5% | -2%
CCOc1ccc(S(=O)(=O)N2CCOCC2)cc1NC(=O)c1ccccc1F | -18% | -5% | 4% | 30%[activator] | u | -4%
O=C(CCC1CCN(C(=O)c2cccc(Cl)c2F)CC1)Nc1ccccc1 | -22% | -10% | 1% | -21% | -7% | -9%
COCCn1cnc2c1c(=O)n(Cc1c(F)cccc1Cl)c(=O)n2Cc1ccccc1 | u | 8% | 1% | u | -13% | -3%
Cc1cc2c(cc(C(=O)N3CCC(C(=O)N4CCCC4)CC3)n2Cc2c(F)cccc2Cl)o1 | x | 81%[activator] | u | 1% | 7% | 0%
O=C(O)c1ccc(N2CC3CC(C2)c2cccc(=O)n2C3)c(NS(=O)(=O)c2cccc(C(F)(F)F)c2)c1 (stereo unspecified) | -38% | 5% | 5% | -21% | 12% | -4%
O=C(N/N=C/c1ccccc1F)c1ccccc1OCc1ccccc1 | u | -1% | -3% | 10% | 10µM* | 4%
O=C(c1ccco1)N1N=C(c2ccc(Cl)cc2)CC1(O)C(F)(F)F (stereo unspecified) | -9% | 13% | 0% | u | u | -6%
O=C(CSc1ncnc2sccc12)Nc1ccccc1F | 5% | 10% | -1% | 34% | -5% | 0%[11.5 µM]
O=C(CCNC(=O)c1ccco1)Nc1ccc(SC(F)F)cc1 | -19% | -6% | 13% | 3% | 3% | 5%
